# influenza NS1A = H1N1 influenza NS1A inhibitors, functional cell based assay (AID 504329). NS1A functional cell-based assay, percent inhibition; higher % means a stronger effect. one-dose inhibition, % at 12.5 µM; IC50 in µM for titrated hits. 340,000 compounds, 0.3% hits; in the data active = a potency from the dose series; inconclusive = inhibition above about 27% without an active follow-up result; note: strong numbers were not always called active
# VEEV TC-83 Vero = inhibitors of VEEV TC-83 cytopathic effect, confirmation, Vero cells (AID 588727). Vero cells, VEEV TC-83 cytopathic effect inhibition; higher % means a stronger effect. inhibition, % at 20 µM; hits with a dose series show IC50 in µM. 350,000 compounds, 0.13% hits; in the data active = a potency from the dose series; inconclusive = inhibition mostly from about 14% at the one dose, without a potency; inactive = the rest, 99 in 100 with inhibition below about 12%; note: strong numbers were not always called active
# M. tuberculosis HTS = M. tuberculosis growth inhibition, HTS (AID 449762). M. tuberculosis H37Rv growth inhibition, 7H9 media; higher % means a stronger effect. one-dose inhibition, % at 25 µM; IC50 in µM for titrated hits. 330,000 compounds, 0.59% hits; in the data active = a potency from the dose series; inconclusive = inhibition above about 70% without an active follow-up result;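 note: bacterial growth assessed after seven days of incubation; strong numbers were not always called active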
# tuberculosis growth = growth inhibition of non-replicating M. tuberculosis (AID 488890) | Mycobacterium tuberculosis non-replicating, growth inhibition; higher % means a stronger effect | one-dose inhibition, % at 25 µM; IC50 in µM for titrated hits | 320,000 compounds, 0.39% hits; in the data active = a potency from the dose series; inconclusive = inhibition mostly from about 82% at the one dose, without a potency; inactive = the rest, 99 in 100 with inhibition below about 76%;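 note: plate controls were DMSO cells for no effect and high antibiotic wells for full effect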
# Salmonella PhoP GFP = Inhibition of PhoP regulon, Salmonella typhi GFP reporter cells, confirmation, 4 h (AID 1850) | 310,000 compounds, 0.33% hits | Salmonella Typhi PhoP-promoter GFP reporter, fluorescence, 4 h; higher % means a stronger effect | inhibition, % at 50 µM; hits with a dose series show IC50 in µM; in the data active = a potency from the dose series; inconclusive = inhibition mostly from about 25% at the one dose, without a potency; inactive = the rest, 99 in 100 with inhibition below about 19%;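 note: 0% = induced wells with vehicle and 100% = uninduced wells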
# * hit, by the source's call; i = inactive; ? = inconclusive; . = not tested or not shown. The order is random; 1.6% or so of the library scored in one or more.
# Every second line gives: VEEV TC-83 Vero	M. tuberculosis HTS	influenza NS1A	Salmonella PhoP GFP	tuberculosis growth
1	Cc1cc(S(=O)(=O)N2CCCC(N(C)CCc3ccccn3)C2)c(C)cc1Cl (stereo not drawn)
    i	7%	6%	-22%	45%
2	COc1cc(C2NC(=O)NC(C)=C2C(=O)OC2CCCC(C)C2)cc(Br)c1O (stereo not drawn)
    3.0%	1%	5%	-9%	7%
3	CCOc1cc(NC(=O)c2ccccc2[N+](=O)[O-])c(OCC)cc1NC(=O)CC(C)C
    i	0%	-3%	7%	7%
4	Cn1nc(-c2ccc(C(=O)O)cc2)c2ccccc2c1=O
    0.5%	-9%	3%	-5%	-17%
5	CCc1cccc(NC(=O)CCc2c(C)nn(-c3ccc(N4CCCCC4)nn3)c2C)c1
    6.5%	5%	-12%	3%	26%
6	COc1ccc(C(=O)Oc2cc3c4c(c2)C(C)=CC(C)(C)N4C(=O)C3=O)cc1OC
    4.7%	39%	-58%	-7%	3%
7	Cc1c(Cl)cccc1NC(=O)CNC(=O)c1ccco1
    0.8%	-4%	-6%	11%	?
8	Cc1sc2ncnc(OCC(=O)NC(C)C)c2c1C
    1.7%	-9%	-20%	4%	-4%
9	Cc1ccc(-c2csc(N(CCO)CCCn3c(C(F)(F)F)nc4cc(C(F)(F)F)ccc43)n2)cc1
    0.7%	-5%	-7%	-8%	15%
10	Fc1ccc(Cn2cc(C(=S)N3CCOCC3)c3ccccc32)cc1
    i	-2%	18%	5%	24%
11	Cc1ccccc1C(=O)N1CC1C (stereo not drawn)
    4.0%	.	-20%	.	.
12	Cc1ccc(NC(=O)N(CCC#N)Cc2ccccc2)cc1
    4.5%	-4%	-22%	4%	-5%
13	Cc1nn(C)cc1CNC(=O)C1CCC(=O)N(CC2CCCCC2)C1 (stereo not drawn)
    3.6%	-22%	13%	-11%	-9%
14	O=C(O)c1ccccc1NC(=O)c1cc(-c2ccccc2)nc2ccccc12
    2.5%	?	0%	8%	?
15	COc1ccccc1CN1CCCC(C(=O)c2ccccc2SC)C1 (stereo not drawn)
    0.8%	?	11%	2%	20%
16	COc1ccccc1-c1cc(C(=O)N/N=C/c2ccoc2)c2ccccc2n1
    6.4%	4%	16%	-8%	21%
17	O=c1[nH]oc2cc(Cl)ccc12
    4.3%	-6%	1%	-5%	2%
18	Cc1ccc(C(=O)NCC(=O)N(C)CC(=O)Nc2c(Cl)cccc2Cl)s1
    1.0%	4%	10%	-2%	6%
19	CC1(C)C(=O)Nc2ccccc2N1C(=O)COc1ccccc1C#N
    0.7%	0%	3%	.	21%
20	CC(=O)Nc1ccc(C(=O)NNC(=O)c2ccc(Cl)cc2)cc1
    1.1%	-3%	-8%	-5%	-4%
21	Cc1ccccc1CC1S/C(=N/N=C/c2ccco2)NC1=O (stereo not drawn)
    .	3%	.	-12%	20%
22	COc1ccc(CCNC(=O)C(C)Sc2ccccc2)cc1OC (stereo not drawn)
    0.8%	-2%	2%	1%	?
23	CCOC(=O)c1cc(C)n(CCc2ccccc2)c1C
    0.2%	6%	18%	-5%	27%
24	Cc1cc(C)cc(NC(=S)N(Cc2ccc(Br)cc2)Cc2ccc(C(=O)O)cc2)c1
    3.7%	7%	6%	5%	2%
25	Cc1ccccc1OCC(=O)Nc1ccc(Cc2ccncc2)cc1
    1.7%	55%	-7%	-3%	58%
26	Cc1cc(NC(=O)COc2coc(CN3CCN(c4ccccc4F)CC3)cc2=O)no1
    6.5%	6%	-2%	1%	-8%
27	COc1ccc(CCNC(=O)COc2ncnc3cc([N+](=O)[O-])ccc23)cc1
    i	7%	2%	-2%	7%
28	O=C(COC(=O)CN1CCSC1=O)Nc1ccc(F)cc1Cl
    i	2%	0%	.	-1%
29	N#Cc1ccc(CSc2nnc(COc3ccccc3)n2-c2ccccc2)cc1
    i	6%	7%	3%	16%
30	COc1ccc(N2CCN(S(=O)(=O)c3ccc(OC)c(C(=O)N4CCOCC4)c3)CC2)cc1
    1.8%	1%	19%	6%	-7%
31	COc1cccc2cc(C(=O)N3CCN(c4ccccn4)CC3)c(=O)oc12
    i	-5%	1%	8%	-20%
32	Cc1ccc(SCC(=O)N(C)C2CCS(=O)(=O)C2)c(C)c1 (stereo not drawn)
    i	-3%	-4%	.	-7%
33	COc1ccc(-c2nnc3n2CCCCC3)cc1OC
    0.4%	-4%	7%	-73%	-7%
34	COc1ccc2nc(NC(=O)/C=C/c3ccc4c(c3)OCO4)sc2c1
    .	9%	.	0%	-17%
35	Cc1ccc(C)c(S(=O)(=O)NCCOc2nc(NC(C)C)nc(NC(C)C)n2)c1
    1.1%	-3%	-3%	-8%	28%
36	Cc1cc2c(cc1C)C(c1cccc([N+](=O)[O-])c1)CC(=O)N2 (stereo not drawn)
    0.5%	-5%	4%	-9%	25%
37	Cc1nc2scc(C)n2c(=O)c1S(=O)(=O)Nc1ccc(N2CCOCC2)c(Cl)c1
    1.2%	-4%	4%	-4%	6%
38	O=C(O)CCCCCNC(=O)c1ccc(Br)cc1
    0.5%	-3%	2%	-4%	-5%
39	COc1ccc(CNC(=O)CCc2c[nH]c3ccccc23)cc1
    0.5%	12%	11%	-17%	.
40	Cc1cccc(C(=O)N2CCCC(N3CCN(c4cccc(Cl)c4)CC3)C2)n1 (stereo not drawn)
    i	-8%	-7%	-8%	-3%
41	Cc1ccc(S(=O)(=O)NCc2nc3ccccc3c(=O)n2N)cc1
    7.8%	-2%	-3%	1%	13%
42	COc1ccccc1CNC(=O)CS(=O)Cc1nc(-c2ccc(OC)c(OC)c2)oc1C (stereo not drawn)
    0.9%	0%	-3%	-11%	18%
43	Cc1ccc(NC2CCCN(C(=O)c3cccs3)C2)cc1C (stereo not drawn)
    1.9%	8%	-3%	-17%	13%
44	COC(=O)[C@@H](NC(=O)N1CCN(C(=O)C2COc3ccccc3O2)CC1)C(C)C (stereo partly drawn)
    2.0%	4%	-5%	1%	1%
45	CCCCNC(=O)N1c2ccccc2CC1C (stereo not drawn)
    4.8%	2%	-1%	-15%	68%
46	O=C(NCc1cccc(Cl)c1)c1ccc2nc(N3CCOCC3)sc2c1
    10%	-6%	-6%	-1%	15%
47	CCCOc1ccccc1NC(=O)/C=C/C(N)=O
    i	6%	4%	1%	61%
48	Cc1nc2ccc(NC(=O)c3cccs3)cc2c(=O)n1Cc1ccc(Cl)cc1
    4.3%	?	-2%	-8%	24%
49	CN(C(=O)COC(=O)c1cc(F)c(F)cc1Cl)c1ccccc1
    1.8%	?	-9%	0%	?
50	CCOC(=O)Cn1c(=NC(=O)C2COc3ccccc3O2)sc2cc(S(N)(=O)=O)ccc21 (stereo not drawn)
    0.2%	6%	-2%	-8%	9%
51	O=C1CCCC2=C1C(c1ccco1)Nc1ccc(C(=O)c3ccccc3)cc1N2 (stereo not drawn)
    ?	2%	12%	3%	9%
52	Cc1ccc(C(=O)Nc2nc3ccccc3[nH]2)cc1
    4.3%	?	8%	-11%	?
53	O=C(CSc1ccc(F)cc1)Nc1ccc(N2CCOCC2)c(Cl)c1
    6.5%	-9%	-1%	0%	50%
54	Cc1ccc2c(c1)C(CCN)C(=O)N2Cc1ccccc1 (stereo not drawn)
    1.0%	-7%	6%	5%	29%
55	O=c1cc(CN2CCN(S(=O)(=O)c3ccc4ccccc4c3)CC2)nc2sccn12
    2.9%	-5%	-14%	5%	13%
56	O=C(Cc1c(F)cccc1Cl)NNC(=O)c1ccc(Br)s1
    i	2%	-2%	.	21%
57	CN(C(=O)/C=C/c1ccccc1)C1CCCCC1
    i	56%	.	12%	68%
58	COC(=O)[C@@H](NC(=O)Nc1ccc(OC(F)(F)F)cc1)C(C)C
    1.5%	1%	-1%	-5%	0%
59	CC1=NN(C(=O)COc2ccc(C)c(C)c2)C(O)(c2ccc(Cl)cc2)C1 (stereo not drawn)
    i	3%	-8%	-4%	?
60	COc1ccc(C(=O)N=C2SC3CS(=O)(=O)CC3N2c2ccccc2)cc1OC (stereo not drawn)
    2.8%	7%	-2%	-31%	-3%

# The list goes on (7 carried over from the part before).
# Every second line gives: VEEV TC-83 Vero	M. tuberculosis HTS	influenza NS1A	Salmonella PhoP GFP	tuberculosis growth
54	Cc1ccc2c(c1)C(CCN)C(=O)N2Cc1ccccc1 (stereo not drawn)
    1.0%	-7%	6%	5%	29%
55	O=c1cc(CN2CCN(S(=O)(=O)c3ccc4ccccc4c3)CC2)nc2sccn12
    2.9%	-5%	-14%	5%	13%
56	O=C(Cc1c(F)cccc1Cl)NNC(=O)c1ccc(Br)s1
    i	2%	-2%	.	21%
57	CN(C(=O)/C=C/c1ccccc1)C1CCCCC1
    i	56%	.	12%	68%
58	COC(=O)[C@@H](NC(=O)Nc1ccc(OC(F)(F)F)cc1)C(C)C
    1.5%	1%	-1%	-5%	0%
59	CC1=NN(C(=O)COc2ccc(C)c(C)c2)C(O)(c2ccc(Cl)cc2)C1 (stereo not drawn)
    i	3%	-8%	-4%	?
60	COc1ccc(C(=O)N=C2SC3CS(=O)(=O)CC3N2c2ccccc2)cc1OC (stereo not drawn)
    2.8%	7%	-2%	-31%	-3%
61	O=C(CSc1nnc(C2COc3ccccc3O2)o1)N1CCCC1 (stereo not drawn)
    9.1%	3%	6%	-1%	?
62	COc1cc(NC(=O)NCc2ccco2)ccc1-c1ccc(NC(=O)NCc2ccco2)cc1OC
    2.7%	.	2%	.	.
63	Cc1[nH]c(=O)c(C#N)c(C)c1CCC(=O)NCc1cccc(C(F)(F)F)c1
    0.0%	-4%	-8%	0%	5%
64	O=c1[nH]c(/C=C\c2ccc(O)cc2)nc(O)c1[N+](=O)[O-]
    i	0%	-9%	7%	4%
65	COc1cccc(C(=O)N[C@@H](CCSC)c2nc3ccccc3[nH]2)c1
    2.1%	7%	2%	6%	-2%
66	COc1ccccc1N1CC(O)=C(c2nc3ccccc3c(=O)[nH]2)C1=N
    7.4%	-3%	-4%	-8%	7%
67	CCc1cc(=O)[nH]c(SCC(=O)Nc2ccc3c(c2)OCCO3)n1
    1.4%	33%	-19%	-6%	20%
68	S=c1[nH]nc(-c2ccncc2)n1/N=C/c1ccccc1Cl
    0.3%	-7%	.	-1%	-4%
69	CCN(CC(=O)Nc1ccc(NC(C)=O)cc1)C(=O)c1ccc(N2CCC(C)CC2)c([N+](=O)[O-])c1
    0.6%	1%	2%	.	28%
70	O=C1C=C(NCCc2ccccc2)C2(CCCCC2)O1
    i	1%	8%	6%	8%
71	COc1ccc(NC(=O)/C(=C\c2ccc(OS(=O)(=O)c3ccc(C)cc3)cc2)NC(=O)c2ccccc2)cc1
    8.0%	-5%	-1%	-8%	-3%
72	O=S(=O)(c1ccc(S(=O)(=O)N(Cc2ccco2)Cc2ccccc2Cl)cc1)N1CCCC1
    0.2%	5%	9%	-26%	-3%
73	COc1ccc(C)cc1NC(=O)C1CCN(C(=O)Cc2ccccc2)CC1
    0.6%	10%	6%	-14%	11%
74	COc1ccccc1C(=O)N/N=C1/NC(=O)CC(C(=O)Nc2ccccc2)S1 (stereo not drawn)
    i	-3%	-4%	1%	-15%
75	COC(=O)[C@H]1C[C@@H]1[C@H](NC(=O)c1cc(C)on1)c1ccccc1
    0.3%	9%	-7%	2%	6%
76	Cn1cnnc1SCc1ccc(F)c2ccccc12
    0.1%	-5%	-18%	-2%	-8%
77	CCOC(=O)CC(=O)CSc1nc2c(sc(=S)n2-c2ccc(C)c(C)c2)c(=O)[nH]1
    0.5%	-10%	0%	0%	16%
78	CC(C)CN(C(=O)CSc1nnnn1-c1ccccc1)c1c(N)n(CC(C)C)c(=O)[nH]c1=O
    0.8%	-4%	9%	-4%	13%
79	Cc1occc1-c1nnc(SCC(N)=O)o1
    0.8%	-2%	7%	9%	2%
80	CSc1ncccc1C(=O)OCC(=O)N(C)C
    i	1%	-3%	-1%	-4%
81	CN1CCN(C(=O)c2cc(Cl)cc(Cl)c2)CC1
    0.4%	-5%	-7%	1%	3%
82	CCN(CC)C(=O)Oc1ccc2oc(=O)cc(-c3cc4cccc(OC)c4o3)c2c1
    10%	11%	-9%	-9%	23%
83	CC(C)CCOP(=O)(c1ccc(N(C)C)cc1)C(O)c1ccccn1 (stereo not drawn)
    i	13%	2%	-12%	11%
84	O=C(COc1ccccc1)NCc1ccccc1
    2.2%	3%	-6%	-3%	75%
85	CNS(=O)(=O)c1cccc(C(=O)OCC(=O)c2ccc3c(c2)OCCO3)c1
    2.3%	.	-10%	.	.
86	CCN(C(=O)COC(=O)C1CCC(C(C)(C)C)CC1)c1c(N)n(Cc2ccccc2)c(=O)[nH]c1=O (stereo not drawn)
    i	.	6%	.	.
87	COc1cccc(-c2ncc3ccccn23)c1
    1.1%	-5%	-13%	-9%	41%
